# KDM5B inh = blocks human KDM5B histone demethylase activity; KDM5B demethylase, FDH-coupled NADH fluorescence (FDH is formaldehyde dehydrogenase); Potency, µM (doses to about 57.7 µM), without a hit: at the top dose activity change, negative = inhibition, usual class: inhibitors; Q9UGL1; hit rate 2.6% among 220,000; active = well fitted inhibition curve with a large enough effect; inconclusive = small, poorly fitted or top-dose-only effect; inactive = no such curve, though single readings can be large or run the other way; note: 0% is about no effect; nearly all actives have a fitted effect of over 70% in size
# Target sequence (Q9UGL1 whole entry, looked up): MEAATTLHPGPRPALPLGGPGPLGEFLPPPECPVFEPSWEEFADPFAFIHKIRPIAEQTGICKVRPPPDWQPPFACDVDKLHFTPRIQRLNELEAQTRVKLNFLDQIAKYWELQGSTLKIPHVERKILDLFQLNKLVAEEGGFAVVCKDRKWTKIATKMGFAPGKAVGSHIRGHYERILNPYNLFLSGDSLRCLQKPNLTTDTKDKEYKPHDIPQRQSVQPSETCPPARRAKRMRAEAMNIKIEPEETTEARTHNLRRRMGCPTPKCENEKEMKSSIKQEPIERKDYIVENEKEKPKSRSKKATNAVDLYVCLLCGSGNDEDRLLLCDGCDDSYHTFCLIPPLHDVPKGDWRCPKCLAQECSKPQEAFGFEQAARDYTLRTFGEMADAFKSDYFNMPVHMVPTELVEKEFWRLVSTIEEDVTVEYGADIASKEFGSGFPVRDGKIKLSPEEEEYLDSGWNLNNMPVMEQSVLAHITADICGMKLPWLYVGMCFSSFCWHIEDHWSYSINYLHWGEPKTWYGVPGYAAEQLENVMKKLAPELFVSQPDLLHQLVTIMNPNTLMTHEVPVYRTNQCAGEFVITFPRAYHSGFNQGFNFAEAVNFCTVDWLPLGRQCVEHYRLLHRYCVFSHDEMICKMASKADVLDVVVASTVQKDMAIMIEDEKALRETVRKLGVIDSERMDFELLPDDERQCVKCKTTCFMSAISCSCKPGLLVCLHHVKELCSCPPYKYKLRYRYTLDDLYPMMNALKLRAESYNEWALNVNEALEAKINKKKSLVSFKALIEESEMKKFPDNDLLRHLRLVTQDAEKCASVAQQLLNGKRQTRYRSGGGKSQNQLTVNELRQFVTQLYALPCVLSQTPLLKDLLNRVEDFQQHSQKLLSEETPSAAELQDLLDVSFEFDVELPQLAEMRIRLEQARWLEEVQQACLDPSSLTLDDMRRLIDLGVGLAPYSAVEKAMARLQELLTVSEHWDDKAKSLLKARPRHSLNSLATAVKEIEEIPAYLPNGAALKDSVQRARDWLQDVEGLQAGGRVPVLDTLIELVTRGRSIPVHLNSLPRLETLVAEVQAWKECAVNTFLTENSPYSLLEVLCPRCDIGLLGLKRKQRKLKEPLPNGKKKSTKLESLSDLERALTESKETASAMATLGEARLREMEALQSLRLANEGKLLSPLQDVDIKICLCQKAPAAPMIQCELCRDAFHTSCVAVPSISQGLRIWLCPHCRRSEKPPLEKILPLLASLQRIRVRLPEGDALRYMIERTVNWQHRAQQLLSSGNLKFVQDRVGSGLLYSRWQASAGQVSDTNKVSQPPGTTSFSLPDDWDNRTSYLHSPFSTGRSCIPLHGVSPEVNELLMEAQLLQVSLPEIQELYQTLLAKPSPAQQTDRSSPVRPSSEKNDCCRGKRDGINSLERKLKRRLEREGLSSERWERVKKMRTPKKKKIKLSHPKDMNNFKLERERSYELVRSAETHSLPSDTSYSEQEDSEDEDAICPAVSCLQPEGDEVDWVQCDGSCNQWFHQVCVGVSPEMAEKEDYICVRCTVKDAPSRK
#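 Compound dilutions met 200 nM (final) KDM5BΔAP for 10 min at room temperature before substrate addition. The substrate mix held 12.5 µM H3K4me3 with cofactors 25 µM α-ketoglutarate and 50 µM Fe²⁺. NADH signal gain over 30 min defined activity.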
# An asterisk follows results filed as active; ? = inconclusive; [ ] = dose if it differs, or a comment. Potency is the fitted concentration of half-maximal effect. An excerpt (hit frequency here may not be typical).
no.	Structure	KDM5B inh
1	C(=C\c1ccccc1)/CN(C/C=C/c1ccccc1)CC1CCCO1 (stereo not given)	?
2	CCN1C(=O)N/C(=C/c2cn(CC(=O)Nc3ccc(F)cc3)c3ccccc23)C1=O	7.8%
3	NC(=O)c1ccsc1NC(=O)CSc1ccc2ccccc2n1	-18.5%
4	Cc1noc(C)c1CCC(=O)N1CCn2nc(Cc3ccccc3)cc2C1	35.2%[activator]
5	CCN(CC)c1cc(CCC(=O)NCc2ccccc2OC)ccn1	25.1µM*
6	O=C(Cn1nc(-c2cccc([N+](=O)[O-])c2)c2ccccc2c1=O)Nc1cccc(Cl)c1	-18.0%
7	CCC(C)NC(=O)C1(c2ccc(NC(C)=O)cc2)CCCCC1 (stereo not given)	23.4%
8	COc1cccc(CNC(=O)COc2cc(=O)n(C)c3ccccc23)c1	-23.0%
9	Cn1c(Cn2cnc3c2C(C)(C)OC3(C)C)nnc1C1CC(N)C1 (stereo not given)	0.7%
10	CCc1ccc(NC(=O)N2CCc3[nH]c4ccc(F)cc4c3C2)cc1	?
11	Cc1cccc(-n2cc(CN3C[C@@H](NS(C)(=O)=O)[C@H](C(C)C)C3)cn2)c1	?
12	Cc1cccc(CNC(=O)Cn2ccc3cc(S(=O)(=O)N4CCCC4)ccc32)c1	0.7%
13	O=C(O)[C@@H]1CN(S(=O)(=O)N2CCOCC2)C[C@H]1c1cccnc1	-4.2%
14	CC(=O)Nc1ccc(S(=O)(=O)Nc2nnc(Cc3ccc(Cl)cc3)s2)cc1	-19.9%
15	O=S(=O)(c1ccc(Br)cc1)N1CCn2cccc2C1c1ccc(Br)cc1 (stereo not given)	?
16	C/C(=N/Nc1ccc(S(=O)(=O)Nc2ccc(C)cc2C)cc1[N+](=O)[O-])c1ccc(C)c([N+](=O)[O-])c1	19.2%
17	CCNC(=O)c1ccccc1SCC	1.0%
18	CCOC(=O)Cn1nc(-c2ccc(C)cc2)c2ccccc2c1=O	11.1%
19	COc1ccc(NC(=O)N2C[C@@H]3C[C@H](C2)c2ccc(NC(=O)Nc4ccccc4OC)c(=O)n2C3)cc1	?
20	Cc1c(Br)cnn1CCc1nnc(Nc2ccn(Cc3ccccc3Cl)n2)s1	1.6%
21	COc1ccc(-c2noc(C(C)NC(=O)c3ccco3)n2)cc1 (stereo not given)	?
22	C[C@H](NC(=O)C[C@@H]1c2nc(NC(=O)c3ccc(F)cc3)sc2C[C@@H]2[C@](C)(CO)[C@H](O)CC[C@]21C)c1ccccc1	31.6µM*
23	Cc1cccc(CN2CCC3(CC2)Cc2ccccc2CNC3=O)n1	22.5%[149 µM]
24	CC(=O)c1ccc(NC(=O)Cn2c(N3CCc4ccccc4C3)nc(C)cc2=O)cc1	3.3%
25	COCCNC(=O)C1COC2(CCN(C(=O)c3cccs3)CC2)N1C(=O)c1ccccc1 (stereo not given)	-14.6%
26	N#Cc1ccc(C(=O)Nc2cc3nn(-c4ccccc4)nc3cc2Cl)c(F)c1	3.5%
27	CN(C)CCN(C)[C@H]1[C@@H]2OC[C@@H](O2)[C@@H](NC(=O)Nc2cccc(C#N)c2)[C@@H]1O	-10.8%[86.2 µM]
28	CCSc1nc2cn(CC)nc2c(=O)n1Cc1ccc(C)cc1	1.4%
29	CCOC(=O)c1ccc(Oc2nc(N3CCOCC3)nc(N3CCOCC3)n2)cc1	11.0%
30	O=C(O)C(c1c[nH]c2cc(OCc3ccccc3)ccc12)N1CCN(Cc2ccccc2)CC1 (stereo not given)	?
31	Cc1c(CC(=O)NCCCCCC(=O)O)c(=O)oc2cc3c(cc12)CCC(C)(C)O3	?
32	Cc1ccc(CN(CC(=O)NCC2CCCO2)C2CC2)cc1 (stereo not given)	15.1%
33	O=C(Nc1ccccc1Cl)OC1CCCCC1	21.0%
34	COCCc1noc(C2CCCCN2C(=O)CN2C(=O)OC(C)(C)C2=O)n1 (stereo not given)	-0.1%
35	CCn1cc(S(=O)(=O)N2CCC(N3C(=O)C(OC)C34CCOCC4)CC2)cn1 (stereo not given)	15.6%
36	CC1Cc2ccccc2N1S(=O)(=O)c1ccc(Cl)cc1F (stereo not given)	-3.4%
37	CC(c1cccs1)N(C)C(=O)Cc1n[nH]c(=O)c2ccccc12 (stereo not given)	8.9%
38	Cn1nc(CC(=O)Nc2ccc(OC(=O)c3ccccc3)cc2)c2ccccc2c1=O	24.3%
39	COCCN(C)C[C@@H]1CN(C(=O)c2ccc(-c3ccco3)cc2)C[C@@H]1CO	31.6µM*
40	COc1ccccc1NC(=O)CSc1nnnn1C1CCCC1	-1.1%
41	Cn1cnc(S(=O)(=O)N2CCC(C(=O)NCc3ccc(F)cc3)CC2)c1	-7.4%
42	CC1=NS(=O)(=O)N(C)C=C1C(=O)OCc1nc(-c2cnccn2)no1	19.5%
43	CN(C)CCNC(=O)c1nc(-c2ccc(N3CCN(C)CC3)cc2)cc2c1ccn2C	-27.5%[86.2 µM]
44	COc1ccc(C2(CNC(=O)C(=O)Nc3ccc(C)c(Cl)c3)CCCC2)cc1OC	-0.1%
45	O=C(c1ccc2[nH]ncc2c1)N1CCOCC12CCN(Cc1ccccc1Cl)CC2	-7.4%[86.2 µM]
46	COCC1CN(C)CC12CCN(C(=O)c1cc(C)nn1C)CC2 (stereo not given)	-3.4%
47	Cc1cc(NC(=O)CN2C(=O)NC(c3ccc(Cl)cc3)C3=C2COC3=O)no1 (stereo not given)	-21.9%
48	NCc1cccc(NC(=O)c2ccncc2)c1	0.5%
49	Cc1cnc(C2CCC2)n1CC1CCN(C(=O)Cc2cccnc2)CC1	14.5%
50	COC[C@@H]1CN(Cc2cccc(C#N)c2)C[C@H]1c1ccncc1	-40.6%
51	Cc1cc(CN2CCC(CO)(CN3CCCC3)CC2)ccc1F	-13.2%
52	Cn1cc(CN2C[C@@H]3OCC(=O)N[C@@H]3C2)c2ccccc21	?
53	CC(C)C12CN(C(=O)c3ccccc3[N+](=O)[O-])CC(C(C)C)(CN(C(=O)c3ccccc3[N+](=O)[O-])C1)C2=O	-0.9%
54	O=C1CCCC2=C1C(c1cccs1)CC(=O)N2c1ccc(C(F)(F)F)cc1 (stereo not given)	15.3%
55	CNC(=O)c1cn2c(n1)CN([S+](C)(=O)[O-])CC2	4.6%[149 µM]
56	O=C(C1CC1)N1CCN(c2ccc([N+](=O)[O-])cc2)CC1	19.3%
57	Cc1ccc(-n2nc3c(=O)n(CC(=O)NCc4ccco4)nc(C)c3c2C)cc1	-7.7%
58	COc1cccc(CNC(=O)CCNS(=O)(=O)c2ccc(Br)s2)c1	2.6%
59	Cc1ccc(C(=O)N2CC(C)CC(C)C2)cc1S(=O)(=O)N1CCCCC1 (stereo not given)	12.6%
60	Cc1ccc(S(=O)(=O)N(C)Cc2ccccc2)cc1C(=O)N1CCCCC1	-5.2%

# Five compounds out of the list above, arranged by the number in KDM5B inh, highest first.
entry	smiles	KDM5B inh
56	O=C(C1CC1)N1CCN(c2ccc([N+](=O)[O-])cc2)CC1	19.3%
48	NCc1cccc(NC(=O)c2ccncc2)c1	0.5%
60	Cc1ccc(S(=O)(=O)N(C)Cc2ccccc2)cc1C(=O)N1CCCCC1	-5.2%
57	Cc1ccc(-n2nc3c(=O)n(CC(=O)NCc4ccco4)nc(C)c3c2C)cc1	-7.7%
51	Cc1cc(CN2CCC(CO)(CN3CCCC3)CC2)ccc1F	-13.2%

# Remaining list, next part
no.	Structure	KDM5B inh
61	COc1cc(C(CC(=O)Nc2cc(C)ccc2C)N2Cc3ccccc3C2=O)cc(OC)c1OC (stereo not given)	6.8%
62	Cc1c(Cl)cccc1NC(c1ccc(F)cc1)c1nnc(-c2ccccc2)o1 (stereo not given)	?
63	Cc1cccc(C(=O)OCC(=O)Nc2ccccc2N2CCCC2=O)c1O	10.4%
64	Cn1cc(S(=O)(=O)c2ccc(Cl)cc2)c(=O)c2cc(F)c(N3CCOCC3)cc21	?
65	O=C(COC(=O)CNC(=O)c1ccc(F)cc1)NC1CCCc2ccccc21 (stereo not given)	25.7%
66	Cc1nc(NC(C)(C)C)sc1C(=O)Nc1ccccc1	-14.1%
67	CCOC(=O)c1ccc(NC(=O)Cn2c(C)cc3nc4n(c(=O)c32)CCCC4)cc1	?
68	O=[N+]([O-])c1cc(Br)ccc1C[n+]1ccccc1	29.4%
69	COc1ccc(-c2noc(CN(C)CCOc3ccc(C)cc3)n2)c(OC)c1OC	2.2%
70	COC(=O)c1cc(NC(=O)CCC2CCCCC2)cc(C(=O)OC)c1	-30.0%
71	CC(C)CC(=O)N1CCCCCNC(=O)[C@@H]2CCCC[C@@H]21	11.0%
72	CCN1c2cc(C(=O)NCc3cc(F)ccc3F)ccc2C(=O)N2CCCCC21 (stereo not given)	?
73	COc1ccc(C(=O)Oc2ccccc2Cl)cc1	8.9%
74	COc1ccc(CNC(=O)[C@@H]2Cc3nc[nH]c3CN2C(=O)NC(C)C)cc1	?
75	O=c1oc2cc(O)ccc2cc1-c1nnc(Nc2ccccc2Cl)s1	?
76	CCOc1ccc(NC(=O)Cn2c(=O)n(Cc3ccco3)c(=O)c3ccc(C(=O)NC4CCCC4)cc32)cc1	-28.6%
77	Cc1ccc(N2CCC(NC(=O)CC(C)C)C2=O)cc1C (stereo not given)	6.3%
78	Cc1ccc(NC(=O)CN(c2ccc(C)cc2)S(=O)(=O)c2cccc3nonc23)cc1	?
79	CS(=O)(=O)N1CCCN(C(=O)c2ccco2)CCNC(=O)CC1c1ccccc1 (stereo not given)	20.0%
80	COC(=O)c1ccn(Cc2cccc(Cl)c2)n1	24.3%
81	COc1ccc(C(=O)N2CCC3(CC2)CC(N(Cc2ccccc2)C2CC2)CCO3)cn1 (stereo not given)	-17.9%
82	COc1ccc(CCCn2ccnc2-c2cn(C3CCNCC3)nn2)cc1	3.7%
83	O=C1CCN(C(=O)[C@@H](Cc2ccccc2)NS(=O)(=O)c2cccc3cccnc23)CCOCCN1	1.2%
84	CC(=O)Oc1ccc2cc(-c3ccccc3)c(=O)oc2c1	?
85	COc1cccc(CNC(=O)Cn2nc3n(c2=O)CCCCC3)c1OC	5.3%
86	CCn1c(Cn2ccnc2C)nnc1C1CCN(C(=O)C2(N)CC2)CC1	?
87	O=C(CCn1ccn2nc3c(c2c1=O)CCCC3)N1CCN(c2ccc(Cl)cc2)CC1	2.1%
88	CCN(CC)CCn1c(C)c(C)c2c1ncn1nc(CSc3nc4ccccc4o3)nc21	-4.8%
89	COc1ccc(OCC(C)CN2CCC(C(O)(c3ccccc3)c3ccccc3)CC2)cc1 (stereo not given)	15.8%
90	Cc1cnc(C(=O)N2CCC3(CC2)NCCc2c3[nH]c3ccccc23)cn1	1.9%
91	CCCCc1cc(C[C@@H]2C[C@H](NC(=O)C3CC3)C2(C)C)no1	10.4%[86.2 µM]
92	O=C(c1ccc(Cl)s1)N1CCC(N(C(=O)C2CC2)C2CCOCC2)CC1	-2.4%
93	Cc1ccc(S(=O)(=O)N2CCCC(CCC(=O)O)C2)cc1 (stereo not given)	20.0%
94	CNC(=O)[C@@H]1C[C@H](Oc2ccccc2)CN1C(=O)Cn1c(=O)oc2ccccc21	15.3%
95	Cc1nccn1CC(=O)NCC1CCN(c2cc(-c3ccc(F)cc3)[nH]n2)CC1	-18.3%
96	CCS(=O)(=O)N1CCC(C(=O)Nc2ccc(Oc3ccccc3OC)cc2)CC1	-16.4%
97	COC[C@@H]1CNC[C@H]1C(=O)NC1CC1	14.7%
98	NC(=O)[C@@H](Cc1c[nH]c2ccccc12)NC(=O)[C@@]1(O)C[C@@H](O)[C@H](O)[C@@H](NC(=O)NC2CCCCC2)C1	-14.7%
99	Cc1ccsc1CN1CCc2nc(N3CCOCC3)[nH]c(=O)c2CC1	-19.3%
100	CCCNC(=O)c1cc(C)nc2ccc(C)cc12	?
101	CCc1ccc(N2CC(c3noc(-c4ccccc4)n3)CC2=O)cc1 (stereo not given)	1.1%
102	COc1ccccc1CN1CCN2C(=O)N(C3CCOCC3)C[C@H]2C1	-5.9%[86.2 µM]
103	OC1(c2ccccn2)COc2ccccc2O1 (stereo not given)	18.4%
104	CC1CCc2c(sc(NC(=O)Cn3nnc(-c4ccc(C(F)(F)F)cc4)n3)c2C#N)C1 (stereo not given)	-6.5%
105	Cc1ccc(C(=O)N2CCC3(CC2)C(=O)Nc2ccccc23)cc1	6.9%[149 µM]

# Continued, overlapping the part above by 2 compounds.
no.	Structure	KDM5B inh
104	CC1CCc2c(sc(NC(=O)Cn3nnc(-c4ccc(C(F)(F)F)cc4)n3)c2C#N)C1 (stereo not given)	-6.5%
105	Cc1ccc(C(=O)N2CCC3(CC2)C(=O)Nc2ccccc23)cc1	6.9%[149 µM]
106	COc1ccc(-c2nc(CNC(=O)Nc3ccc(C)cc3)c(C)o2)cc1	-6.5%
107	COc1cccc(N2CCN(C(=O)c3cn(-c4ccccc4)nc3-c3cccnc3)CC2)c1	14.5%
108	CCn1c2ccccc2c2cc(NC(=O)COc3cc(C)ccc3C)ccc21	?
109	N#C/C(=C\c1cccc([N+](=O)[O-])c1)c1ccc([N+](=O)[O-])cc1	17.3%
110	Cc1ccccc1C(=O)N1CCC2(CC1)NC(=O)N(c1ccc(F)cc1)N2	-12.3%
111	O=C(Cn1c(=O)oc2cc(S(=O)(=O)N3CCCCC3)ccc21)NCc1ccc(Cl)cc1	-23.8%
112	CN1C(=O)COc2ccc(NC(=O)C(=O)NC3CC(C)(C)NC(C)(C)C3)cc21	-12.4%
113	CCc1cc2c(cc3c(=O)n(CC(=O)NC4CCC(C)CC4)ncn32)s1 (stereo not given)	-16.7%
114	O=C(N/N=C(\c1ccccc1)C1CCCCC1)c1ccc(Cl)cc1	13.5%
115	CCC(CC)(CC(=O)Nc1ccccc1CO)C(=O)O	18.9%
116	Cc1cccc(NS(=O)(=O)c2ccc3[nH]c4c(c3c2)CCCCCC4)c1	?
117	Cc1ccc(CCNC(=O)CCCn2c(=O)c3ccccc3n(Cc3ccccc3C)c2=O)cc1	8.8%

# Bioassay records deposited in PubChem BioAssay by National Center for Advancing Translational Sciences (NCATS).
